Bioassay records from PubChem.
PAFAH1B2 inh: inhibitors of human PAFAH1B2 | recombinant PAFAH1B2, FP-rhodamine activity probe, fluorescence polarization | inhibition, % at 3.39 µM | 340,000 compounds, 1.2% hits | AID 492953;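 active = inhibition above the mean of all tested compounds plus 3 SD, cut at about 24% in these data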;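 note: 0% = enzyme with DMSO and 100% = wells lacking PAFAH1B2; many of its hits are not listed in these tables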
Target sequence (P68402 whole entry, looked up): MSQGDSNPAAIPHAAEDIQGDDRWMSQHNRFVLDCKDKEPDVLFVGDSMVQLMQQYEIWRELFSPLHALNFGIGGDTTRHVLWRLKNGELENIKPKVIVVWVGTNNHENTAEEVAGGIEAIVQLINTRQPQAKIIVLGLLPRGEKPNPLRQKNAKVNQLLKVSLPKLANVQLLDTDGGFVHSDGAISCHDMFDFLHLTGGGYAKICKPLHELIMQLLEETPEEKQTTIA
PREPL inh: inhibits the human prolyl oligopeptidase-like enzyme. Q4J6C6. recombinant PREPL, fluorescence polarization activity-based probe. inhibition, % at 5.96 µM. 320,000 compounds, 0.68% hits. AID 2751; in the data active = inhibition above about 43%;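 note: 0% = enzyme with DMSO and 100% = wells lacking enzyme; many of its hits are not listed in these tables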
LYPLA2 counter: counter-screen for PME1 inhibitors: inhibitors of human LYPLA2 | O95372 | recombinant LYPLA2, FP-Rh probe fluorescence polarization | inhibition, % at 5.9 µM | 320,000 compounds, 0.38% hits;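 active = inhibition above the screen-wide mean plus 3 SD, limit set per campaign, cut at about 26% in these data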;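 note: 0% = LYPLA2 with DMSO and 100% = wells lacking LYPLA2 enzyme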
ZTA counter: blocks Epstein-Barr virus ZTA, an EBNA-1 counter-screen. AID 2234. ZTA-DNA binding, fluorescence polarization. P03206. inhibition, % at 11 µM. 320,000 compounds, 0.15% hits; in the data active = inhibition above about 33%
LYPLA1 inh: LYPLA1 (human) inhibition in PME1 counter-screen; inhibition, % at 5.9 µM; O75608; recombinant LYPLA1, FP-Rh probe fluorescence polarization; 320,000 compounds, 0.16% hits;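 active = inhibition above the mean of all tested compounds plus 3 SD, set per campaign, cut at about 14% in these data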;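 note: inhibitors block serine hydrolase probe labeling of LYPLA1 so polarization falls; 0% = enzyme with DMSO and 100% = wells lacking LYPLA1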
PAFAH2 inh: PAFAH2 (human) inhibition; inhibition, % at 3.39 µM; recombinant PAFAH2, FP-rhodamine activity probe, fluorescence polarization; AID 492956; 340,000 compounds, 0.99% hits;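 active = inhibition above the mean over all tested compounds plus 3 SD, cut at about 30% in these data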;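 note: inhibitors block probe labeling of enzyme so polarization drops; 0% = enzyme with DMSO and 100% = wells lacking PAFAH2 protein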
EBNA-1 inh: blocks EBNA-1 binding to DNA | EBNA-1 DNA binding, fluorescence polarization | inhibition, % at 14.8 µM | 300,000 compounds, 0.34% hits; in the data active = inhibition above about 28%
pPAFAH FP inh: pPAFAH (human) enzyme inhibition. Q13093. recombinant pPAFAH, FP-rhodamine probe fluorescence polarization. inhibition, % at 3.39 µM. 330,000 compounds, 1.5% hits. AID 463082;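 active = inhibition above the mean inhibition across the screen plus 3 SD, cut at about 25% in these data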;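 note: inhibitors block binding of the rhodamine activity-based probe so polarization drops; 0% = enzyme with DMSO and 100% = wells lacking pPAFAH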
Target sequence (Q13093 whole entry, looked up): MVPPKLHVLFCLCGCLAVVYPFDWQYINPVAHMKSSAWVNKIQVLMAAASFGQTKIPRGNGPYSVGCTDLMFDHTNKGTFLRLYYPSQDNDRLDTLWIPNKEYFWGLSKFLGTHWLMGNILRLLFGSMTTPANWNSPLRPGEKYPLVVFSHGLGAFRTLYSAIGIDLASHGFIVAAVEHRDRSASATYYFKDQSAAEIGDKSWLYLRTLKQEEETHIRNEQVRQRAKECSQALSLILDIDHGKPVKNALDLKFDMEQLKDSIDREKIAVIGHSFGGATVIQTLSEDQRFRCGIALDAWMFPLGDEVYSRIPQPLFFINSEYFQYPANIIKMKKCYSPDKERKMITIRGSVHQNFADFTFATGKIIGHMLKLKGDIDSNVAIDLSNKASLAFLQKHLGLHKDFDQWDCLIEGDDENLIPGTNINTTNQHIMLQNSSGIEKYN
PAFAH1B3 inh: inhibitors of human PAFAH1B3 | Q15102 | recombinant PAFAH1B3, FP-rhodamine probe, fluorescence polarization | inhibition, % at 3.39 µM | 340,000 compounds, 0.28% hits | AID 492972;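 active = inhibition above the screen-wide average of all tested compounds plus 3 SD, cut at about 25% in these data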;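 note: 0% = enzyme with DMSO only and 100% = wells lacking PAFAH1B3 protein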
Target sequence (Q15102 whole entry, looked up): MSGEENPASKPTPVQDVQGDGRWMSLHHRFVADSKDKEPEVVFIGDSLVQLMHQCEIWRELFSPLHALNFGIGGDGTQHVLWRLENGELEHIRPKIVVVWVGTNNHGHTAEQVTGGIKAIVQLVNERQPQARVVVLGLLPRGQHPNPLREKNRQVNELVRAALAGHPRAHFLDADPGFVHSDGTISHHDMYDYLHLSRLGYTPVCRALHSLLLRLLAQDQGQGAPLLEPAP
Active calls of the source: *; · = not tested or not shown. Some of the compounds tested. The share of hits here may be higher or lower than overall.

SMILES	LYPLA2 counter	PAFAH1B2 inh	LYPLA1 inh	pPAFAH FP inh	PAFAH2 inh	ZTA counter	PAFAH1B3 inh	PREPL inh	EBNA-1 inh
Cc1cc(NC(=O)C(C)SCC(=O)OCC(=O)Nc2c(C)cccc2C(C)C)no1 (stereo unspecified)	-3.6	-2.9	1.2	9.2	4.5	-4.9	-0.2	-1.0	·
CC(C)C(=O)Nc1cc2c(cc1C(=O)c1ccccc1)OCCO2	-0.2	2.8	-4.0	0.3	-4.8	2.5	13.4	1.5	-6.9
CCOc1cc(C(=S)N2CCCC2)ccc1OC	-1.5	0.0	-1.1	-0.6	1.2	-0.1	3.0	19.2	-0.4
CC1CCc2c(sc(NC(=O)c3ccc(Cn4cc([N+](=O)[O-])cn4)o3)c2C#N)C1 (stereo unspecified)	11.1	15.0	-3.0	31.3*	12.5	0.1	0.5	17.5	6.0
O=C(CN1C(=O)C2CC=CCC2C1=O)Nc1ccc(S(=O)(=O)Nc2nccs2)cc1 (stereo unspecified)	12.0	3.4	4.7	1.9	4.7	-5.9	3.9	-3.6	-14.8
O=C(c1ccc(CS(=O)c2ccccc2Cl)o1)N1CCCCCC1 (stereo unspecified)	2.6	2.7	-1.2	3.1	3.4	7.8	3.7	3.0	10.4
CCOc1cc(CNc2ccccc2)cc(Br)c1OCc1ccccc1F	0.8	1.3	-1.3	0.6	2.6	3.8	8.2	10.4	-1.9
COc1ccc(-c2ccc(-c3cc(=O)oc4cc(OC)c(OC)c(OC)c34)cc2)cc1OC	·	-2.2	·	9.2	-2.7	·	-1.3	·	·
COC(=O)[C@H](C)NC(=O)Nc1ccccc1F	5.2	2.1	-2.3	-2.3	-2.8	-11.1	4.0	7.7	3.6
CCOC(=O)c1sc2cc([N+](=O)[O-])cc(SCCO)c2c1N	2.0	-4.8	0.8	3.0	-7.7	-27.9	3.9	10.1	-11.2
CCN(CC)CCN(C(=O)c1ccc(S(=O)(=O)N2CCCCC2)cc1)c1nc2cc3c(cc2s1)OCO3	-0.6	0.9	-3.6	2.0	-11.5	-22.6	-12.2	14.7	3.2
CCOC(=O)C1=C(C)NC(C)=C(C(=O)OCC)C1C(=O)OCC(=O)NCCc1ccccc1	·	7.9	·	7.0	4.2	·	0.5	16.2	·
CCN(CC)C(=O)C1CCCN(Cc2ccc(F)c(F)c2)C1 (stereo unspecified)	8.5	-2.2	1.4	1.0	-4.3	-0.2	5.4	15.7	1.6
COc1ccccc1CNc1ccc(N2CCCCC2)cc1	-2.0	7.4	-3.0	26.8*	3.6	5.6	7.6	20.4	4.5
O=[N+]([O-])c1cccc(CP(=O)(c2ccccc2)c2ccccc2)c1	6.0	0.3	-0.5	-5.4	-1.0	-5.1	5.2	12.1	·
CCCCNC(=S)NNC(=O)c1cc(-c2ccncc2)nc2ccccc12	7.1	2.2	0.3	21.1	0.8	-13.8	6.0	-1.5	6.0
O=C(O)CCSc1ncnc2sc(-c3ccccc3)cc12	-6.4	18.0	-3.7	5.3	8.5	3.3	0.8	-4.7	-4.6
O=C(CCN1C(=O)c2ccccc2S1(=O)=O)Nc1cccc(F)c1	4.5	1.6	7.2	1.3	-6.5	16.0	1.5	12.7	-8.2
Cc1ccc(NC(=O)c2ccsc2)cc1NS(C)(=O)=O	2.4	2.9	-1.3	1.0	-3.2	-5.1	4.4	11.0	7.1
O=C1CC(c2ccc(S(=O)(=O)NC3CC3)cc2)CN1 (stereo unspecified)	-2.6	4.0	1.4	-2.9	1.1	6.1	4.4	-0.2	-5.6
CCOc1ccc(N2C(=O)CC(Sc3ccccc3C(=O)O)C2=O)c([N+](=O)[O-])c1 (stereo unspecified)	-3.1	7.3	-1.8	5.3	-3.4	0.0	9.0	15.3	-0.7
CCC1CCCCN1S(=O)(=O)c1ccc(S(=O)(=O)N(Cc2cccs2)C2CC2)cc1 (stereo unspecified)	-0.2	3.4	-0.9	4.7	6.3	-1.4	-2.1	26.1	5.6
COc1cc(/C=N/NC(=O)C2CCN(CC(O)COCc3ccccc3)CC2)ccc1O (stereo unspecified)	8.3	2.2	1.3	2.7	3.8	-15.8	-0.7	14.6	4.7
CCN(CC)S(=O)(=O)c1ccc(OC)c(NC(=O)COc2ccc3c(C)cc(=O)oc3c2)c1	-10.5	-5.7	-6.6	8.1	-8.2	10.9	-5.4	-7.8	0.7
Cc1cc(=O)oc2ccc(OCc3ccccc3)cc12	-1.2	2.4	-2.6	-4.6	-1.2	-3.4	4.0	-6.5	-7.9
O=C(O)COc1ccc(S(=O)(=O)c2ccc(OCC(=O)O)cc2)cc1	3.1	0.9	1.3	0.8	-1.8	-7.0	1.5	-5.7	1.4
CCN1CCCC1CN(Cc1cc2ccc(C)c(C)c2[nH]c1=O)C(=O)Nc1ccccc1OC (stereo unspecified)	-4.5	-2.3	0.7	3.0	-8.1	15.5	5.3	18.2	8.9
Cc1ccc(NC(=O)c2ccc(-c3nn(C)c(=O)c4ccccc34)cc2)cc1	6.7	-4.5	-6.1	5.0	-2.9	4.8	3.0	16.3	4.5
O=c1oc2ccccc2c2c1C(c1ccc(Cl)cc1)Nc1ccc3ccccc3c1-2 (stereo unspecified)	-8.3	-2.6	-3.4	-4.1	6.0	-3.6	-4.4	21.9	-1.3
CCOc1ccc(N(CC(=O)Nc2ccc(CC)cc2)S(=O)(=O)c2c(C)[nH]c(=O)[nH]c2=O)cc1	2.6	-0.1	0.5	6.9	5.0	2.7	1.3	10.3	-2.1

Compounds shown so far that contain a Cl atom, in the order listed:
SMILES	LYPLA2 counter	PAFAH1B2 inh	LYPLA1 inh	pPAFAH FP inh	PAFAH2 inh	ZTA counter	PAFAH1B3 inh	PREPL inh	EBNA-1 inh
O=C(c1ccc(CS(=O)c2ccccc2Cl)o1)N1CCCCCC1 (stereo unspecified)	2.6	2.7	-1.2	3.1	3.4	7.8	3.7	3.0	10.4
O=c1oc2ccccc2c2c1C(c1ccc(Cl)cc1)Nc1ccc3ccccc3c1-2 (stereo unspecified)	-8.3	-2.6	-3.4	-4.1	6.0	-3.6	-4.4	21.9	-1.3

Going on with the list.
SMILES	LYPLA2 counter	PAFAH1B2 inh	LYPLA1 inh	pPAFAH FP inh	PAFAH2 inh	ZTA counter	PAFAH1B3 inh	PREPL inh	EBNA-1 inh
Cc1nc2ncnn2c(N2CCN(C(c3ccccc3)c3ccccc3)CC2)c1C	-1.9	13.4	-3.7	15.0	-2.7	10.4	1.5	42.0	9.5
CN1CCN(NC(=O)Nc2ccc(Br)cc2)CC1	-2.2	0.8	-4.5	-1.1	-5.1	15.8	-0.6	-2.3	12.9
COc1cc2c(cc1NC(=O)C(C)OC(=O)/C=C/c1ccc(OC(F)F)cc1)oc1ccccc12 (stereo unspecified)	-2.8	-3.8	-3.8	0.8	-6.5	-29.3	1.9	14.1	-0.8
Cc1ccccc1C(=O)Nc1nnc(SC(C)C)s1	3.1	0.9	-0.5	4.6	8.4	4.5	-2.6	-5.6	3.7
Cc1ccc(Cn2ccc(NC(=O)c3nc4ncccn4n3)n2)cc1	7.5	7.2	-2.9	2.2	-1.8	-8.1	6.8	18.8	-2.7
CCS(=O)(=O)Nc1ccc(C2=NN(C(=O)c3ccco3)C(c3ccc(Cl)o3)C2)cc1 (stereo unspecified)	·	-3.4	·	7.1	3.0	·	2.7	-17.1	·
O=[N+]([O-])c1cccc(/C([O-])=C(/C(=S)Nc2ccccc2)[n+]2ccccc2)c1	3.6	4.2	1.8	1.5	6.9	-12.0	10.4	22.1	-11.8
O=C(OCCN1CCOCC1)c1cccs1	4.4	7.0	4.0	-2.6	-1.4	-3.7	-2.3	6.5	-3.6
CO/N=C/CC(=O)Nc1ccc(F)cc1F	3.5	-0.3	-2.0	3.0	3.7	-11.8	1.7	2.3	-1.4
O=C1c2nc3ccccn3c2C(=O)N1Cc1ccccc1	-0.5	-5.9	-3.6	4.2	38.3*	-0.9	-1.4	5.7	-8.0
COC(=O)C(NNc1ccccc1)(NC(=O)c1cccc(F)c1)C(F)(F)F (stereo unspecified)	-6.5	0.0	-5.2	2.5	5.4	-18.4	9.7	-5.2	7.4
c1ccc2ccccc2c1	1.3	3.6	-1.5	2.4	1.7	-11.5	8.9	6.8	·
CCNc1nc(NCC)n2c(SCC(=O)Nc3ccc(NC(C)=O)cc3)nnc2n1	9.9	-2.4	4.1	6.9	5.1	-14.9	8.8	2.6	-1.0
COc1ccc(OC)c(-c2nnc3n2N=C(c2ccc(OC)c(OC)c2)CS3)c1	·	5.4	·	6.1	9.6	·	16.1	0.8	·
CCOC(=O)c1cnn(-c2ncnc3sc(C)c(C)c23)c1N	11.0	-1.2	2.3	5.8	-8.2	-8.9	-0.8	11.2	-7.5
Nc1cc(=O)[nH]c(=S)n1-c1cccc(C(F)(F)F)c1	2.8	-1.5	-0.7	3.4	3.2	5.8	-7.4	3.8	12.7
C=CCOC(=O)C1C(=O)CC(C)(O)C(C(=O)OCC=C)C1c1ccc(N(C)C)cc1 (stereo unspecified)	0.3	2.4	3.1	-0.5	-0.3	9.7	-3.0	-3.7	0.1
C/C(=N\NC(N)=O)c1cc(Cl)cc(Cl)c1O	3.1	·	0.4	-1.7	·	9.2	·	-4.5	-3.2
Cc1ccccc1C(C(=O)NC1CCCC1)N(C(=O)CNC(=O)c1ccco1)c1cccnc1 (stereo unspecified)	4.6	·	4.3	-1.9	·	-9.1	·	6.1	1.0
CC(=O)Nc1ccc(C(=O)OCC(=O)NCc2ccc3c(c2)OCO3)cc1	·	3.0	·	3.4	15.1	·	11.3	-1.2	·
O=C(c1ccc(Br)o1)N1CCN(Cc2ccc3c(c2)OCO3)CC1	3.7	1.8	-1.9	2.1	-10.8	-2.7	5.8	6.4	7.0
CCCOc1ccc(C(C)(O)CN2CCOCC2)cc1 (stereo unspecified)	10.3	1.4	2.9	-0.9	4.3	-7.3	3.7	-3.2	-15.7
O=C(NC1CCN(C(=O)Nc2ccccc2Cl)CC1)c1cccc(F)c1	-2.6	9.1	0.2	1.4	-11.4	-16.6	-2.2	14.0	-2.6
CN(Cc1ccco1)C(=O)C1CCC(=O)N1Cc1ccc(F)cc1 (stereo unspecified)	-0.6	5.5	0.2	0.1	-1.4	-16.8	-0.2	9.9	8.5
COc1ccc(/C=C/C(=O)Nc2ccc3nc4n(c(=O)c3c2)CCCC4)cc1OC	-11.1	-0.2	-3.1	-6.4	-10.0	8.1	-1.9	4.5	-4.1
COc1ccc(S(=O)(=O)Nc2cc3c4c(c2)CCN4C(=O)CC3)cc1	7.1	5.7	5.5	2.8	5.1	-16.5	8.2	3.1	-7.4
CCOC(=O)NCc1ccc(S(=O)(=O)Nc2c(C)cccc2C)cc1	2.7	3.0	-2.6	6.9	5.6	-4.5	-5.3	-1.8	5.3
CC(NC(=O)Cn1ncc(Cl)c(Cl)c1=O)C12CC3CC(CC(C3)C1)C2 (stereo unspecified)	1.9	23.2	2.0	14.3	28.2	0.6	-6.8	14.6	2.8
O=C(c1cc([N+](=O)[O-])ccc1N1CCOCC1)N1CCN(S(=O)(=O)c2cc(Cl)ccc2Cl)CC1	7.1	-1.8	1.2	0.4	7.4	-3.2	-1.5	27.2	7.8
Cc1ccc(C(=O)CSc2nnc(-c3c[nH]c4ccccc34)o2)cc1	0.4	1.3	-3.4	48.3*	1.3	-1.3	6.0	2.4	28.9*
